All columns: NCI-60 one-dose screen, growth in % after 48 h at 10 µM unless noted; 100 = growth as untreated, 0 = no growth, -100 = all killed.
K-562: K-562 leukemia; 78,000 compounds, 7.4% hits
MCF7: MCF7 breast cancer; 82,000 compounds, 6.3% hits
MDA-MB-231: MDA-MB-231 breast cancer; 81,000 compounds, 5% hits
CCRF-CEM: CCRF-CEM leukemia | 77,000 compounds, 7% hits
MDA-MB-468: MDA-MB-468 breast cancer | 78,000 compounds, 8.5% hits
RPMI-8226: RPMI-8226 leukemia cells. 77,000 compounds, 7.5% hits. AID 1794781
SR: SR leukemia cells. 73,000 compounds, 8.7% hits. AID 1794780
MOLT-4: MOLT-4 leukemia cells; 80,000 compounds, 6.9% hits
An asterisk follows results filed as active; / = not tested or not shown; & = joins results of further samples; [ ] = another dose, or the depositor's remark. The calls were made as follows: active = growth percent below 10; inactive = the rest.

SMILES | K-562 | MCF7 | MDA-MB-231 | CCRF-CEM | MDA-MB-468 | RPMI-8226 | SR | MOLT-4
O=c1c2ccccc2sc2c(NCCCNCCO)nc3ccccc3c12 | -39.5* | -72.9* | -10.6* | -6.2* | -57.3* | -14.8* | -25.9* | -20.4*
CNC(=O)Nc1ccc(Nc2cc(-c3ccc(-n4cccn4)cc3)[nH]n2)c(C)c1 | 95.5 | 81.2 | 123.2 | 93.1 | 96.3 | 93.3 | 89.0 | 91.1
COc1ccccc1/C=N/Nc1nc2ccccc2c(=O)n1-c1ccccc1 | 99.0 | 93.2 | 89.7 | 103.7 | 104.6 | 99.0 | 105.4 | 101.4
O=C(CC(C(=O)c1ccc(Cl)cc1)N1CCCCC1)c1ccc(Cl)cc1 (configuration not stated) | 90.7 | 94.7 | 84.0 | 78.7 | 111.0 | 85.5 | 90.7 | 96.6
c1cc2n(c1)CCc1cnc(NC3CCCC3)nc1-2 | 51.8 | 92.0 | 120.1 | 99.9 | 90.7 | 107.3 | 102.1 | 107.7
COc1ccc(-n2cnc3c2NC(=O)CC3c2ccc3c(c2)OCO3)cc1 (configuration not stated) | 97.5 | 92.0 | 104.9 | 101.7 | 71.7 | 105.9 | 94.0 | 93.8
COc1ccc(/C=C/C(=O)c2ccc(NC(=O)CSc3nnc(-c4ccc(-c5nc6ccc(C)cc6[nH]5)cc4)o3)cc2)cc1OC | 105.2 | 93.9 | 94.9 | 105.5 | 108.1 | 113.7 | 93.6 | 93.4
CN(C)c1nc(-c2cccs2)n2nc(-c3ccc(Cl)cc3)cc2n1 | 73.7 | 66.2 | 19.3 | 73.8 | 33.6 | 74.3 | 58.7 | 82.1
CC(=O)Nc1ccccc1N | 101.5 | 96.2 | 115.4 | 122.8 | 105.6 | 105.6 | 107.7 | 98.8
CCCCOc1ncnc2nc[nH]c12 | 95.4 | 96.9 | 115.3 | 112.5 | 98.5 | 95.4 | 88.7 | 91.9
CCOC(=O)/C=C/c1cccc2c1C(=O)NC(C)(c1cc3cc4ccccc4cc3oc1=O)N2 (configuration not stated) | 50.0 | 76.9 | 80.8 | 85.1 | 62.9 | 71.8 | 74.3 | 79.4
O=C(CSc1nnc(-c2ccc3nc(-c4ccc(Cl)cc4)[nH]c3c2)o1)Nc1ccc(Cl)cc1 | 5.7* | -72.7* | -87.1* | -1.2* | -48.4* | 0.0* | 3.2* | -4.9*
C#CCC1(C)NS(=O)(=O)c2ccccc21 (configuration not stated) | 95.7 | 87.9 | 109.4 | 108.8 | 90.6 | 120.0 | 90.7 | 92.6
O=c1cc(-c2ccccc2O)oc2c(O)c(O)ccc12 | 83.2 | 92.2 | 97.2 | 71.5 | 89.7 | 112.1 | / | 96.8
Oc1ccc(Cl)c2cccnc12 | 106.5&100.4&89.9 | 101.1&96.3&92.6 | 99.6&105.5&114.9 | 102.7&102.7&49.3 | 103.7&97.2&80.4 | 105.9&103.4&90.3 | 107.4&95.0 | 101.0&95.1&78.2
CC1=CCC(OC(=O)C(C)(C)CC(O)(C(C)O)C(O)C2(C)C=CC(Cc3ccc(C(C)C)cc3)(C(C)C)CC2)(C(C)C)CC1 (configuration not stated) | 9.1* | 102.0 | 95.9 | 79.2 | 83.1 | 107.6 | 99.0 | 94.1
FC(F)(F)c1cccc(-c2cn3cc(Cl)sc3n2)c1 | 87.2 | 65.9 | 84.9 | 68.0 | / | 83.6 | 74.8 | 57.3
COc1ccc2cc1Oc1cc3c(cc1OC)CC[N+](C)(C)C3Cc1ccc(cc1)Oc1c(OC)c(OC)cc3c1C(C2)[N+](C)(C)CC3 (configuration not stated) | 116.1 | 100.3 | 102.9 | 108.1 | 101.3 | 106.6 | 125.9 | 111.0
O=C(CSc1nnc(-c2ccc(Cl)cc2)o1)NC1=NN=C(c2ccccc2)CS1 | / | 95.2 | 97.9 | 88.3 | 103.0 | / | 93.9 | 85.3
CCOC(=O)N1CN(C(=O)OCC)CN(C(=O)OCC)C1 | 97.3 | 105.3 | 107.5 | 93.8 | 94.9 | 100.9 | 95.1 | 99.7
C#C[C@]1(O)CC[C@H]2[C@@H]3CC=C4c5sc(-c6ccc(Br)cc6)nc5CC[C@]4(C)[C@H]3CC[C@@]21C | 105.4 | 102.2 | 98.7 | 100.3 | / | 112.1 | 94.9 | 101.6
COc1ccc(/C=C(\c2cc(OC)c(OC)c(OC)c2)c2nnc(-c3ccccc3)o2)cc1 | / | 79.9 | 75.2 | 82.4 | 85.2 | 88.8 | / | 83.6
O=C(O)c1ccccc1CO | 94.8 | 102.0 | 110.8 | 88.1 | 95.3 | 99.1 | 97.4 | 105.1
O=C(OCCOCCO)c1ccccc1-c1c2cc(I)c(=O)c(I)c-2oc2c(I)c(O)c(I)cc12 | 90.2 | 82.7 | 98.4 | 96.3 | / | 100.8 | 94.0 | 90.6
O=C1CCCC(=O)C1C(=O)c1ccc(C(F)(F)F)cc1[N+](=O)[O-] | 94.6 | 94.7 | 100.6 | 108.3 | 101.3 | 98.7 | 87.3 | 121.0

A stretch from the list above, for reference:
SMILES | K-562 | MCF7 | MDA-MB-231 | CCRF-CEM | MDA-MB-468 | RPMI-8226 | SR | MOLT-4
COc1ccc2cc1Oc1cc3c(cc1OC)CC[N+](C)(C)C3Cc1ccc(cc1)Oc1c(OC)c(OC)cc3c1C(C2)[N+](C)(C)CC3 (configuration not stated) | 116.1 | 100.3 | 102.9 | 108.1 | 101.3 | 106.6 | 125.9 | 111.0
O=C(CSc1nnc(-c2ccc(Cl)cc2)o1)NC1=NN=C(c2ccccc2)CS1 | / | 95.2 | 97.9 | 88.3 | 103.0 | / | 93.9 | 85.3
CCOC(=O)N1CN(C(=O)OCC)CN(C(=O)OCC)C1 | 97.3 | 105.3 | 107.5 | 93.8 | 94.9 | 100.9 | 95.1 | 99.7
C#C[C@]1(O)CC[C@H]2[C@@H]3CC=C4c5sc(-c6ccc(Br)cc6)nc5CC[C@]4(C)[C@H]3CC[C@@]21C | 105.4 | 102.2 | 98.7 | 100.3 | / | 112.1 | 94.9 | 101.6
COc1ccc(/C=C(\c2cc(OC)c(OC)c(OC)c2)c2nnc(-c3ccccc3)o2)cc1 | / | 79.9 | 75.2 | 82.4 | 85.2 | 88.8 | / | 83.6
O=C(O)c1ccccc1CO | 94.8 | 102.0 | 110.8 | 88.1 | 95.3 | 99.1 | 97.4 | 105.1
O=C(OCCOCCO)c1ccccc1-c1c2cc(I)c(=O)c(I)c-2oc2c(I)c(O)c(I)cc12 | 90.2 | 82.7 | 98.4 | 96.3 | / | 100.8 | 94.0 | 90.6
O=C1CCCC(=O)C1C(=O)c1ccc(C(F)(F)F)cc1[N+](=O)[O-] | 94.6 | 94.7 | 100.6 | 108.3 | 101.3 | 98.7 | 87.3 | 121.0

Next part.
SMILES | K-562 | MCF7 | MDA-MB-231 | CCRF-CEM | MDA-MB-468 | RPMI-8226 | SR | MOLT-4
COc1ccc(-c2nc3ccc(-c4nnc(SCC(=O)Nc5ccc(Cl)cc5)o4)cc3[nH]2)cc1 | 84.5 | 75.5 | 86.4 | 99.1 | 101.1 | 90.7 | 86.9 | 97.8
CCOC(=O)c1cnnn1-c1cc(=O)[nH]c2ccccc12 | / | 87.6 | 92.6 | 96.1 | 99.5 | 95.8 | 94.0 | 96.0
Cc1ccc(NC(=S)Nc2nccnc2OCc2ccccc2Cl)cc1 | 96.8 | 83.1 | 95.4 | 96.1 | 105.4 | 94.8 | / | 98.0
CCCCCCN(CCCCCC)c1ccc(/C=C2/SC(=O)N(c3nc(N4CCCC4)nc(N4CCCC4)n3)C2=O)c(C)c1 | 37.5 | 54.8 | 85.7 | 54.1 | 59.0 | 42.0 | / | 38.1
COc1ccc(-c2nnc(SCC(=O)Nc3ccc(C(=O)/C=C/c4ccc(Cl)cc4)cc3)n2-c2ccccc2)cc1 | 96.7 | 95.3 | 79.6 | 86.5 | 97.9 | 83.8 | / | 81.5
O=C(O)c1ccc(N2C(=O)c3ccccc3C2=O)cc1 | 92.1 | 97.1 | 119.3 | / | 103.0 | / | 94.1 | 95.7
N#C/C(=C\c1ccc2c(c1)OCO2)n1nnc2ccccc21 | 14.2 | 10.3 | -31.9* | 18.3 | -1.9* | / | 28.0 | 16.4
COc1cccc(-c2nc3sccn3c2/C=C/C(=O)c2ccc(C(F)(F)F)cc2)c1 | 51.8 | 65.0 | 89.6 | 66.8 | 75.6 | 46.5 | / | 48.5
CCCc1[nH]nc2c1C(c1ccco1)C(C#N)=C(N)O2 (configuration not stated) | 83.9 | 80.1 | 79.9 | 92.9 | 88.1 | 100.5 | 82.4 | 90.2
O=C(NC(=S)Nc1cccc(F)c1)c1cccc([N+](=O)[O-])c1 | 126.7 | 69.9 | 101.5 | 99.7 | 90.4 | 82.6 | 110.0 | 102.7
CCOC(=O)C1=C(CSC(=S)N2CCCCC2)N(C)C(=O)NC1c1ccccc1 (configuration not stated) | 80.3 | 88.5 | 85.7 | 83.3 | 80.5 | 78.7 | 73.7 | 70.6
Cc1ccc2ncccc2c1 | 102.9 | 91.0 | 107.7 | 92.2 | 107.3 | 116.1 | 82.3 | 80.3
COc1ccc2c(N)ncc(C#Cc3cc(C(=O)Nc4ccc(CN5CCN(C)CC5)c(C(F)(F)F)c4)cnc3C)c2c1 | -63.4* | -49.2* | -85.0* | -25.4* | 46.7 | -45.1* | / | -36.6*
c1ccc(CCn2nnc3c(Nc4ccc(N5CCOCC5)nc4)ncnc32)cc1 | 63.3 | 97.7 | 97.8 | 92.1 | 84.1 | 83.1 | 96.5 | 125.0
Cc1ccccc1NC(=S)NN | 110.7 | 103.3 | 127.0 | 86.4 | 112.2 | 96.3 | 94.5 | 111.5
O=C1c2cccc(NCCN=Cc3cc([N+](=O)[O-])ccc3O)c2C(=O)c2c(NCCN=Cc3cc([N+](=O)[O-])ccc3O)cccc21 | 28.6 | 20.8 | 58.9 | 32.5 | 43.4 | 7.4* | / | 4.2*
CCOC(=O)c1c(CSc2ccccc2)n(C)c2cc(CN(C)C)c(O)c(CN(C)C)c12 | 19.7 | 3.1* | 16.0 | 42.7 | -4.9* | 28.5 | 21.4 | 49.0
Cc1nc(N)sc1-c1ccccc1 | 104.5 | 105.6 | 102.1 | 57.2 | 104.6 | 112.3 | 99.2 | 99.1
Cn1c(-c2ccccc2)c(C(C[N+](=O)[O-])c2ccco2)c2ccccc21 (configuration not stated) | 70.3[9.25 µM] | 73.9[9.25 µM] | 87.7[9.25 µM] | 72.8[9.25 µM] | 45.3[9.25 µM] | 69.5[9.25 µM] | 77.2[9.25 µM] | 73.6[9.25 µM]
CC(=O)NC(C)(NC(=O)CCl)C(=O)O (configuration not stated) | 107.3 | 87.0 | 104.1 | 96.4 | 101.8 | 101.6 | 101.7 | 97.9
CCN(CC)CCN(C(=O)/C=C/c1ccccc1)C1CCCCC1 | 93.0 | 99.2 | 103.9 | 99.6 | 105.0 | 101.7 | 90.9 | 91.2
CN1CCC=C(C(=O)N2c3ccccc3Sc3ccc(Cl)cc32)C1 | 66.1 | 79.7 | 72.0 | 80.0 | 62.0 | 59.3 | 35.4 | 76.9
COc1ccc(-c2nn(-c3cccc(Cl)c3)cc2C2C(C#N)=C(N)Oc3[nH]c(=O)[nH]c(=O)c32)cc1 (configuration not stated) | 108.2 | 76.1 | 75.4 | 74.1 | 86.0 | 92.0 | 83.3 | 88.4
CCCCCCCCCCCCSC1=C(Cl)C(=O)C(OC)=C(OC)C1=O | 28.2 | 6.5* | 55.5 | / | 20.9 | / | / | -4.7*
CCCCCCCCCCCCCCCCCC(=O)OCCCCCCC | / | 107.4 | 98.7 | 85.0 | 114.3 | 96.8 | / | /
SMILES | K-562 | MCF7 | MDA-MB-231 | CCRF-CEM | MDA-MB-468 | RPMI-8226 | SR | MOLT-4
CC(C)=NNc1nc2ccccc2s1 | 91.3 | 87.6 | 89.3 | 87.3 | 110.2 | 95.8 | 103.4 | 103.0
N#Cc1c(-c2ccc(F)cc2)nc(SCc2ccc(F)cc2)[nH]c1=O | 91.5 | 92.3 | 60.7 | 98.5 | 85.7 | 98.5 | / | 93.3
COc1ccc(/C=N\NC(=O)CCCC(=O)N/N=C/c2ccc(OC)c(O)c2)cc1O | 124.2 | 103.4 | 98.0 | 107.2 | 103.1 | 110.2 | 114.6 | 110.8
COc1ccc(C2=Cc3[nH][nH]c(=O)c3C(c3sc(N(C)Cc4ccccc4)nc3Cl)C2)cc1 (configuration not stated) | 60.5 | 70.9 | 92.6 | 94.1 | 115.5 | 95.1 | 68.3 | 104.8
c1ccc2sc(SSN3CC4CCC(CC4)C3)nc2c1 | 91.8 | 106.9 | 100.9 | 110.7 | 122.3 | 110.7 | / | 56.3
O=C(OCC(O)C(=O)NC12CC3CC(CC(C3)C1)C2)c1cccc(Br)c1 (configuration not stated) | 89.4 | 91.7 | 92.0 | 81.9 | 99.9 | 94.6 | 84.9 | 87.0
NC(=O)/C=C\C(N)=O | 99.7 | 98.4 | 115.5 | 115.6 | 108.2 | / | 94.3 | 87.6
NS(=O)(=O)c1ccc(CCn2c(SCC(=O)N/N=C/c3cc4ccccc4[nH]3)nc3ccccc3c2=O)cc1 | 27.5 | 37.7 | 61.7 | 35.0 | 60.2 | 24.4 | 26.4 | 23.1
NNC(=O)CSc1nc2scc(-c3ccccc3)c2c(=O)n1-c1ccccc1 | 89.9 | 97.8 | 86.6 | 106.0 | 102.0 | 108.5 | 83.0 | 96.0
COc1ccc(NC(=O)Cn2c(/C=C/c3cccc(Br)c3)nc3ccccc3c2=O)cc1 | 86.3 | 34.2 | -38.4* | 86.8 | 77.6 | 42.5 | 78.3 | 86.5
Nc1ccc(OCc2ccccc2)cc1[N+](=O)[O-] | 110.6 | 91.8 | 77.9 | / | 102.7 | 108.1 | 100.3 | 86.4

Screening data deposited in PubChem BioAssay by NCI.
